High-throughput results (PubChem)
Candida biofilm: clotrimazole potentiators killing Candida biofilms, primary screen, with clotrimazole, Alamar Blue; actives 0.14% (n = 85,000); C. albicans biofilm + clotrimazole; inhibition, % at 6 µM;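 active = inhibition above 20%; inactive = inhibition below 20%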;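 also: preformed 24 hr biofilms exposed to compound for 48 hr; 0% = biofilm without compound and 100% = blank killed by clotrimazole plus chlorhexidine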
ERa coact inh: ERα–SRC-1 coactivator interaction inhibitors, primary screen, biochemical, TR-FRET, ERα LBD, estradiol-bound; actives 1.7% (n = 86,000); inhibition, % at 25.6 µM; Estrogen receptor (Homo sapiens), P03372; TR-FRET ER-alpha LBD / SRC-1 peptide; in the data active = inhibition above about 50%;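 also: 0% = receptor plus peptide control and 100% = peptide only without receptor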
Target sequence (P03372 whole entry, looked up, the tested form may be a part): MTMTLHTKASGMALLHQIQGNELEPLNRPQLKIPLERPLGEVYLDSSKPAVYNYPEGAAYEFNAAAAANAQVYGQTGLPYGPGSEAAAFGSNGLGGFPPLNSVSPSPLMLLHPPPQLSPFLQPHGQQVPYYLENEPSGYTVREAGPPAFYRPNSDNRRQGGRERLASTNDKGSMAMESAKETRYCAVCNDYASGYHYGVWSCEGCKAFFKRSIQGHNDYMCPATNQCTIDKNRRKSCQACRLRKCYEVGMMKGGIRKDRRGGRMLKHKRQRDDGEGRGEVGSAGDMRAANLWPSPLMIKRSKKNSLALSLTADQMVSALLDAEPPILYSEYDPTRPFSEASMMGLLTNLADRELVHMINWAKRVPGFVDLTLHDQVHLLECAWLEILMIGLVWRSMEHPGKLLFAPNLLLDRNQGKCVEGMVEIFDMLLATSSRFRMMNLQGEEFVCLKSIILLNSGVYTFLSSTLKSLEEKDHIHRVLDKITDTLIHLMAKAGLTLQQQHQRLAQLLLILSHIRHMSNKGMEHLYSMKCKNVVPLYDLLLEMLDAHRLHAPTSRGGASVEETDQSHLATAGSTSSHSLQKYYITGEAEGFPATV
Smad3 FoxH1 inh: Smad3/FoxH1 peptide binding inhibitors, primary screen, biochemical, TR-FRET; TR-FRET Smad3/Dy647-FoxH1 peptide binding, europium anti-His; inhibition, % at 25 µM; actives 0.29% (n = 88,000);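 active = compounds that reduce the energy-transfer binding signal between the protein and its labelled peptide by more than half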;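 also: 0% = Smad3 plus labelled peptide maximal FRET and 100% = peptide-only background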
Target sequence (P84022 whole entry, looked up): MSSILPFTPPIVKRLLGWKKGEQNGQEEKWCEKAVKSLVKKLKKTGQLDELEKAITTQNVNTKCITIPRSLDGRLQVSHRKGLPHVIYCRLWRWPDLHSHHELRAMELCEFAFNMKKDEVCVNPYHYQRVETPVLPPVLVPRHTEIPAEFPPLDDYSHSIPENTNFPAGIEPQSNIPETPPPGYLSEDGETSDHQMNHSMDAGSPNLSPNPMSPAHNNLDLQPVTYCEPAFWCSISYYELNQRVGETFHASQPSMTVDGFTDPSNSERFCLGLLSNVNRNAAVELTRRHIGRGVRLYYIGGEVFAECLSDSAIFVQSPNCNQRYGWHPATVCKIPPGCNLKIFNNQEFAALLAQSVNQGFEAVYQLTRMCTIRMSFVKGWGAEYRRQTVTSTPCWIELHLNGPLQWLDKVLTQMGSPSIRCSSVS
sEH act: soluble epoxide hydrolase activators, primary screen, biochemical, human sEH; purified human sEH enzymatic activity, activator screen; activation, % at 2 µM; actives 0.04% (n = 91,000); AID 717, 2007; in the data active = activation above about 37%; also: values of inactives mirror those of a sister screen read the other way
H69AR growth 86K: proliferation blockers of H69AR lung cancer cells, primary screen, cell-based, human, 86K library | H69AR lung tumor viability, ATP luminescence, 72 h; stronger effect = lower value | viability, % at 10 µM | actives 6% (n = 85,000) | AID 598, 2007;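 active = viability at or below 40%; inactive = viability above 40%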;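 also: multidrug resistant small cell line overexpressing MRP-1 efflux transporter; 100% = mean luminescence of untreated control wells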
Fibroblast inh: antiproliferative effect on LL 47 fibroblasts – human, LL 47 cells, CellTiter-Glo luminescence, primary screen; AID 719, 2007; LL 47 human lung fibroblast viability, ATP luminescence; stronger effect = lower value; actives 1.1% (n = 85,000); viability, % at 10 µM;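 active = viability at or below 50% in the single dose screen; inactive = viability above 50%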;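 also: compound exposure lasted 72 h before the ATP readout; 100% = median luminescence of untreated cell-only wells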
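Benchmarks: Cell-only wells, no compound | Test system: LL 47 human lung fibroblasts, passage 12 or lower | Input: 1,150 cells/well | Measured by: CellTiter-Glo luminescence measuring cellular ATP | Medium: IMEM, 15% FBS supplement | Schedule: Overnight attachment after seeding, then 72 h compound exposure at 37 °C | Doses: Compound addition at 0.1% DMSO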
ERb coact inh: inhibitors of ERβ-SRC1 coactivator interaction, primary screen, biochemical, TR-FRET, ERβ LBD, SRC-1 peptide; inhibition, % at 25.6 µM; Estrogen receptor beta (Homo sapiens), Q92731; actives 1.3% (n = 86,000); AID 633, 2007; TR-FRET ER-beta LBD / SRC1-Cy5 peptide binding; receptor agonist-loaded with 1 µM estradiol;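 active = compounds whose percent inhibition of the receptor-coactivator binding signal exceeds about 50% in the single-dose screen, limit read from the data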;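 also: 0% = receptor plus peptide wells without compound and 100% = peptide-only wells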
HUVEC prolif 384: inhibitors of HUVEC proliferation, primary screen, cell-based, 384-well; CellTiter-Glo luminescence, 72 h; stronger effect = lower value; viability, % at 10 µM (by protocol); actives 1.1% (n = 86,000); AID 648, 2007;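 active = viability at or below 30%; inactive = viability above 30%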;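 also: 100% = median luminescence of DMSO-only cell control wells on each plate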
ERa SRC1 pot: enhancers of ERα–SRC-1 coactivator binding, primary screen, biochemical, TR-FRET, ERα LBD, low estradiol. TR-FRET ERalpha-LBD/SRC-Cy5 coactivator binding, 2 h; 100 = basal binding, no effect. actives 1.3% (n = 86,000). coactivator binding (% of control), % at 25.6 µM. AID 639, 2007; in the data active = activity above about 200%;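 also: binding measured in presence of low estradiol as agonist stimulus; 0% = peptide alone without receptor and 100% = receptor with peptide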
Starred values were filed as active, the others as inactive; . = no result given; [ ] = dose if it differs, or a comment.

SMILES	Candida biofilm	ERa coact inh	Smad3 FoxH1 inh	sEH act	H69AR growth 86K	Fibroblast inh	ERb coact inh	HUVEC prolif 384	ERa SRC1 pot
Cn1c(=O)[nH]c(=O)c2c1nc(Br)n2CCCCSc1nc2ccccc2o1	8	5	-3	22	70	105	12	82	114
CNC(=O)c1ncnnc1N(C)C(=O)NCc1ccccc1	6	-2	5	.	87	98	7	97	109
O/N=C(\COc1ccccc1O)c1ccccc1	1	8	0	-12	104	87	15	88	78
CCCC(C)NC(=O)COC(=O)c1ccc(Cl)c(S(N)(=O)=O)c1 (stereo not drawn)	4	6	11	-3	86	95	-1	94	98
O=C(NC1CCCC1)C1CCCN(S(=O)(=O)c2cccc3cccnc23)C1 (stereo not drawn)	6	0[fluorescence artefact?]	1	-17	92	98	-7	98	112
O=C(CSc1nc(-c2ccco2)cc(C(F)(F)F)n1)NC1CCCC1	14	-3	-6	.	90	94	1	100	91
Cc1ccc(Cn2c(=O)c3c(nc4n3CCN4Cc3ccco3)n(C)c2=O)cc1	-3	11[fluorescence artefact?]	8	.	106	101	10[fluorescence artefact?]	106	110
CCCCCCOC(=O)C1=C(C)NC(=O)NC1c1ccc(O)cc1 (stereo not drawn)	5	1	-13	-3	93	89	24	87	69
O=C(OCC(=O)N1CCCCC1)c1cc2ccccc2cc1O	-5	-4[fluorescence artefact?]	-17	-2	86	103	-2	89	86[fluorescence artefact?]
S=c1[nH]nc(Cc2cccc3ccccc23)n1-c1ccccc1	7	-2	-1	-4	55	90	0	103	91
CCCCCn1nc(C)c(/C=N/NC(=O)c2ccoc2C)c1C	3	0	-14	0	68	101	0	89	94
N#CC1(c2ccccc2)CCCN1C(=O)c1ccccc1Br (stereo not drawn)	4	2[fluorescence artefact?]	7	-4	99	98	-1[fluorescence artefact?]	85	116
Cn1c(=O)n(C)c2cc(S(=O)(=O)NCCc3ccccc3)ccc21	0	-2	-8	.	100	100	-2	104	113
Cc1cc(C(=O)OCn2nnc3ccccc3c2=O)c(C)o1	3	-41	-8	.	104	100	0	111	109
O=C(NCc1ccco1)c1cc2n(n1)C(C(F)(F)F)CC(c1ccc(F)cc1)N2 (stereo not drawn)	5	10	-1	-4	88	109	4	99	107
COc1ccc(S(=O)(=O)n2oc(=O)cc2-c2ccccc2)cc1OC	2	0	7	4	71	90	-9	76	83
Cc1cc(C)c(C)c(S(=O)(=O)N2CCN(CC(=O)NC(=O)NCc3ccccc3)CC2)c1C	4	-5	0	6	92	94	20	90	153
CC1(C)CC(=O)C(C=Nc2ccccc2C(=O)O)=C(O)C1	8	-8	4	-6	98	96	-6	96	123
Cn1c(=O)c2c(ncn2CC(=O)Nc2cc(Cl)c(Cl)cc2Cl)n(C)c1=O	2	3[fluorescence artefact?]	7	.	90	84	-2[fluorescence artefact?]	91	132
C=CCN(C)CC/C=C1\c2ccccc2CSc2ccccc21	10	3	9	10	62	95	-5	88	115[fluorescence artefact?]
COc1cc(C(=O)O/N=C2\CCCc3c2ccc(OC)c3[N+](=O)[O-])cc(OC)c1OC	-1	11	3	-1	17*	71	2	58	91[fluorescence artefact?]
CCCCCCn1c(CN2CCN(C)CC2)nc2c1c(=O)n(C)c(=O)n2C	-7	1	-13	.	76	99	-6	102	105
Cc1cc(-c2ccc(Cl)s2)n[nH]1	11	-6	-1	-5	106	103	-4	94	121
CCc1nc(NC(C)C)c2oc3ccccc3c2n1	8	5	2	.	69	96	9	101	108
Cc1ccc(-c2nc3cnccn3c2Nc2c(C)cccc2C)o1	9	0	5	7	81	89	-6	98	91[fluorescence artefact?]

Gathered by group: the compounds so far with bromine (2)
SMILES	Candida biofilm	ERa coact inh	Smad3 FoxH1 inh	sEH act	H69AR growth 86K	Fibroblast inh	ERb coact inh	HUVEC prolif 384	ERa SRC1 pot
Cn1c(=O)[nH]c(=O)c2c1nc(Br)n2CCCCSc1nc2ccccc2o1	8	5	-3	22	70	105	12	82	114
N#CC1(c2ccccc2)CCCN1C(=O)c1ccccc1Br (stereo not drawn)	4	2[fluorescence artefact?]	7	-4	99	98	-1[fluorescence artefact?]	85	116

Next section.
SMILES	Candida biofilm	ERa coact inh	Smad3 FoxH1 inh	sEH act	H69AR growth 86K	Fibroblast inh	ERb coact inh	HUVEC prolif 384	ERa SRC1 pot
O=C(C1CCN(S(=O)(=O)c2cccc3cccnc23)CC1)N1CCn2c1nc1ccccc12	13	0	-9	-10	107	88	-1	67	115
Cc1cc(=O)n2[nH]c(C)c(-c3ccccc3)c2n1	7	-5	4	8	71	101	2	86	115
CCN(CC)C(=O)CSCc1cnn(-c2ccccc2)c1-n1cccc1	-5	-10	-5	-6	70	90	-14	102	100
CC(=O)c1ccc(OCC(O)CN(C)Cc2cccs2)cc1 (stereo not drawn)	1	-9	3	11	86	96	-9	95	114
COCCCNC(=O)Cn1cc(C(=O)C2CC2)c2ccccc21	1	-13	-1	5	.	91	-7	94	121
O=C(c1cnn2c(C(F)(F)F)cc(-c3ccc(Br)cc3)nc12)N1CCOCC1	5	-3	-3	-4	90	95	4	87	107
Cc1ccc(/C=c2\sc3nc(-c4cccs4)nn3c2=O)o1	7	43	2[fluorescence artefact?]	6	.	106	32	89	79[fluorescence artefact?]
COc1ccc(-c2noc(CCC(=O)NCC3CCN(Cc4cccc(C)c4)CC3)n2)cc1	-1	0	8	-5	76	90	-6	105	107
CC12CC(c3ccccc3O1)C(C(=O)NCc1ccccc1)C(=O)N2 (stereo not drawn)	10	-5	-4	3	95	100	-1	99	106
Nc1ncnc(Nc2ccccc2C(F)(F)F)n1	6	-1	-1	3	98	101	-7	97	666*[fluorescence artefact?]
Cc1ccc(-c2c(C#N)c(N)nc3c2CCCCC3)cc1	6	-8	3	-5	94	97	-1	95	119[fluorescence artefact?]
Cc1ccc2c(CN3C(=O)NC(C)(c4ccc5c(c4)OCO5)C3=O)cc(=O)oc2c1 (stereo not drawn)	9	-8	15	8	97	95	3	101	127
Nc1nnc(SCC(=O)N2CCN(Cc3ccccc3)CC2)s1	4	-2	2	-1	100	98	-6[fluorescence artefact?]	97	93[fluorescence artefact?]
Cc1ccc(NS(=O)(=O)c2cc(C(=O)N3CCN(C)CC3)ccc2C)cc1	8	-22	11	3	55	91	-14[fluorescence artefact?]	92	117
S=c1[nH]nc(-c2cccc(Br)c2)o1	4	-5	4[fluorescence artefact?]	7	98	100	-20	97	127[fluorescence artefact?]
COc1ccc(N2CCN(C(=O)CNC(=O)c3ccc(C(C)(C)C)cc3)CC2)cc1	2	26[fluorescence artefact?]	16	-3	104	95	3[fluorescence artefact?]	104	128
Cc1cc2oc(=O)cc(CN3CCC(C)CC3)c2cc1Cl	5	-6	-1	0	98	98	-1	97	127
COCCNC(=O)c1snc2ccc(Cl)cc12	4	-27	4	0	76	90	-26	82	123[fluorescence artefact?]
Cc1cc(Cl)ccc1OCCCC(=O)N1CCN(C(=O)c2ccco2)CC1	10	1	4	-6	95	98	4	100	99
Cc1ccc2nc(SCC(=O)Nc3cc(C(F)(F)F)ccc3N3CCOCC3)[nH]c2c1	2	-2	10	-4	12*	40*	2	29*	102
O=C(Cn1nnc(-c2ccccc2-n2cnnn2)n1)NCc1ccccc1	2	-5	4	-8	99	101	0	111	116
Cc1ccc(CCNC(=O)C2CCN(S(=O)(=O)N3CCC4(CC3)OCCO4)CC2)cc1	4	7	5	-36	101	.	13	105	92[fluorescence artefact?]
COc1ccc(N2CCN(C(=O)Nc3cccc(C(F)(F)F)c3)CC2)cc1	3	12	9	-25	103	105	1	107	93
CCOC(=O)c1ccc(NC(=O)COc2ccc(S(=O)(=O)N3CCCC3)cc2)cc1	-3	13	18	12	101	110	8[fluorescence artefact?]	101	104
CCOc1ccccc1N1CCN(C(=O)c2ccccc2)CC1	8	1	-8	-4	91	101	3[fluorescence artefact?]	93	97
SMILES	Candida biofilm	ERa coact inh	Smad3 FoxH1 inh	sEH act	H69AR growth 86K	Fibroblast inh	ERb coact inh	HUVEC prolif 384	ERa SRC1 pot
Cc1cccc(-n2nnnc2SCc2csc(-c3ccccc3)n2)c1	3	-11	7	-3	97	92	-5	96	103
CC(=O)NC1(C(F)(F)F)C(=O)Nc2c1c(=O)[nH]c(=O)n2Cc1ccco1 (stereo not drawn)	-3	8[fluorescence artefact?]	-10	2	102	102	29[fluorescence artefact?]	109	84
CCCn1cc(SCC(=O)Nc2ccc3c(c2)OCO3)c2ccccc21	12	2	5	-18	84	104	6	100	95
CCn1c(SCC(=O)Nc2nc(C)cs2)nnc1C(NC(=O)c1ccccc1Cl)C(C)C (stereo not drawn)	-5	-11	1	-4	38*	99	-11	94	96
COc1cccc(CNC(=O)c2ccc3nc[nH]c3c2)c1	6	-5	7	-18	80	89	7	85	131[fluorescence artefact?]
CCOC(=O)CSc1nnc(CNc2ccccc2Cl)n1-c1ccccc1	8	-7	2	-9	101	101	-3	94	98
CCOC(=O)C1/C(=N\O)CC(C)(O)C(C(=O)OCC)C1c1ccc(N(C)C)cc1 (stereo not drawn)	9	7	-1	-5	93	106	10[fluorescence artefact?]	96	94
Cc1c(Cl)cccc1Nc1ccccc1C(=O)O	7	-4	-8	.	94	97	-2	88	123
c1cncc(CNc2nc(N3CCOCC3)nc(N3CCOCC3)n2)c1	7	1	-7	6	95	95	-1	92	108
CSCC[C@@H](Nc1nc(-c2ccccc2)nc2c1oc1ccccc12)C(=O)O	2	-6	0	6	70	94	-5	74	170
OC(COc1ccc(Br)cc1)CN1CCOCC1 (stereo not drawn)	.	2	2	.	97	98	-2[fluorescence artefact?]	90	121
S=c1[nH]nc(-c2cc(-c3ccco3)[nH]n2)n1-c1cccc2ccccc12	3	6	0	11	46	90	4	92	65
C=CCn1c(=S)[nH]c2nc3c(cc2c1=O)COC(C)(C)C3	9	7	10	1	77	95	-2[fluorescence artefact?]	84	97
Cn1nnnc1SCSc1nnnn1C	5	-11	3	-8	95	97	-15	98	122
O=C1CC(c2ccncc2)c2cc3c(cc2N1)OCO3 (stereo not drawn)	6	-1	8	3	111	100	1	89	93
Cc1nc2nc(SCC(=O)NCc3ccco3)nn2c(C)c1Cc1ccccc1	4	22	-4	6	60	98	19	88	95
O=C(Nc1ccccc1F)c1ccc(COc2ccc(Cl)cc2Cl)o1	7	14	12	-5	87	94	11	78	110
Brc1ccc(-n2cccc2/C=N/n2cnnc2)cc1	6	-5[fluorescence artefact?]	13	-4	94	102	-7	108	124
COc1cc(C)c(Cl)cc1S(=O)(=O)NCCN1CCOCC1	2	-8	15	7	98	101	-12	92	99
CN(CCOCCOc1ccc2ccccc2c1)Cc1ccccc1	8	1	-16	-3	68	92	0	71	113

As a short view, some entries already given:
SMILES	Candida biofilm	ERa coact inh	Smad3 FoxH1 inh	sEH act	H69AR growth 86K	Fibroblast inh	ERb coact inh	HUVEC prolif 384	ERa SRC1 pot
COc1cc(C)c(Cl)cc1S(=O)(=O)NCCN1CCOCC1	2	-8	15	7	98	101	-12	92	99
CN(CCOCCOc1ccc2ccccc2c1)Cc1ccccc1	8	1	-16	-3	68	92	0	71	113

Some of the compounds tested (hit frequency here may not be typical).
